H9c2 TAG inh – reduces triacylglycerol accumulation in H9c2 cells | Nile Red lipid (TAG) fluorescence; cells loaded with 200 µM oleic acid | inhibition, % at 12.5 µM | hit rate 0.66% among 230,000 | AID 651582;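 active means pattern-corrected inhibition of lipid staining of at least 50% with the nuclear-stain viability signal not falling by more than 50%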;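 further: 0% = DMSO wells and 100% = triacsin C control wells; some results filed as inactive read as strong as hits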
H9c2 TAG inh DAPI viability – also measured in H9c2 TAG inh; calls as there; DAPI nuclei signal change (viability), lower = more cytotoxic, %;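 whole-well DAPI fluorescence read on a plate reader as a viability signal; minus 50 percent equals half of cells still viable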
Starred values were filed as active, the others as inactive; & = joins results of further samples. The list is partial; rates above refer to the full screens.

SMILES | H9c2 TAG inh | H9c2 TAG inh DAPI viability
Cc1ccc(NC2=C(Cl)C(=O)OC2NC(=O)c2ccccc2)cc1 (stereo not given) | 8 | -8
CCCn1c(SCC(N)=O)nc2c(c1=O)C1(CCCC1)Cc1ccccc1-2 | -19 | 1
Cc1csc(NC(=O)c2cc([N+](=O)[O-])cc([N+](=O)[O-])c2)n1 | -10 | 16
O=c1c2ccccc2oc2nc(-c3ccco3)n(-c3ccccc3)c(=O)c12 | 6 | -4
CCNc1nc(NCC)n2c(SCC(=O)Nc3ccc(C)cc3Br)nnc2n1 | 12 | 4
O=C(O)c1ccc(-n2nc(C(F)(F)F)c3c2CCCC3)cc1 | -10&7 | 4&-16
C=COCCNC(=S)N1CCOCCOCCN(C(=S)NCCOC=C)CCOCC1 | 0 | 1
O=C1CN(S(=O)(=O)c2ccc(Cl)cc2)c2ccccc2N1 | 3 | -6
c1ccc(Cn2ncc3c(Nc4ccccc4)ncnc32)cc1 | -11 | -9
COc1ccc(S(=O)(=O)NCc2cccnc2)c(Cl)c1Cl | 2 | -2
O=C(c1ccccc1NS(=O)(=O)c1cccs1)N1CCOCC1 | -19 | 4
O=C(OCc1cccc([N+](=O)[O-])c1)c1ccc2ccccc2n1 | 5 | 0
COc1ccc(CCNC(=O)C2CCN(C(=O)c3ccc(Br)cc3)CC2)cc1 | 7 | -7
COc1ccc(-n2ccnc2SCC(=O)NCc2ccccc2)c(OC)c1 | 3 | -7
COc1ccc(C(=O)N2CCN(S(=O)(=O)c3ccc(C)cc3C)CC2)cc1OC | 2 | -9
COC(=O)c1[nH]c(C)c(/C(O)=C2\C(=O)C(=O)N(CCN3CCOCC3)C2c2ccco2)c1C (stereo not given) | -4 | 7
CCOc1ccc(CNC(=O)CCc2cn(C)c3ccccc23)cc1OC | 17 | -6
CC(C)(C)C(=O)Nc1ccc(-c2cc3cc(Cl)ccc3o2)cc1 | -14 | 12
CC(C)=CCC/C(C)=C/CC/C(C)=C/CC/C(C)=C/CC1=C(C)C(=O)c2ccccc2C1=O | -26 | -13
COc1ccc(NC(=O)c2ccc(NC(=O)CSc3nccc(=O)[nH]3)cc2)cc1 | -2 | 3
Fc1ccc(NC(=S)Nc2cccnc2)c(F)c1F | -5 | 4
Cn1c(C(=O)N2CCOCC2)cnc1Sc1ncc(C(F)(F)F)cc1Cl | 9 | -2
Cc1ccc(-n2ncc3c(=O)n(CC(=O)N4CCN(c5ccccc5F)CC4)cnc32)cc1C | 12 | -5
Cc1onc(-c2ccccc2)c1C(=O)OCC(=O)c1ccc(F)cc1 | -7 | -10
COCCCNc1c2c3c(cccc3[nH]c1=O)C(=O)c1ccccc1-2 | -176 | -8
Cc1ccc(C(=O)N2CCCC2(C)C(=O)NCC(C)C)cc1F (stereo not given) | 19 | 3
CN1CCN(C(CNS(=O)(=O)c2cccs2)c2cccnc2)CC1 (stereo not given) | -7 | 5
O=C(OCC(=O)c1c[nH]c2ccccc12)c1ccc(F)c(S(=O)(=O)N2CCOCC2)c1 | 2 | -1
O=[N+]([O-])c1cccc(-c2noc(COc3ccccc3)n2)c1 | 9 | -8
CC(OC(=O)CN1C(=O)NC2(CCCC2)C1=O)C(=O)c1ccc(C(C)(C)C)cc1 (stereo not given) | 6 | 10

Of the compounds above, these contain a halogen:
SMILES | H9c2 TAG inh | H9c2 TAG inh DAPI viability
Cc1ccc(NC2=C(Cl)C(=O)OC2NC(=O)c2ccccc2)cc1 (stereo not given) | 8 | -8
CCNc1nc(NCC)n2c(SCC(=O)Nc3ccc(C)cc3Br)nnc2n1 | 12 | 4
O=C(O)c1ccc(-n2nc(C(F)(F)F)c3c2CCCC3)cc1 | -10&7 | 4&-16
O=C1CN(S(=O)(=O)c2ccc(Cl)cc2)c2ccccc2N1 | 3 | -6
COc1ccc(S(=O)(=O)NCc2cccnc2)c(Cl)c1Cl | 2 | -2
COc1ccc(CCNC(=O)C2CCN(C(=O)c3ccc(Br)cc3)CC2)cc1 | 7 | -7
CC(C)(C)C(=O)Nc1ccc(-c2cc3cc(Cl)ccc3o2)cc1 | -14 | 12
Fc1ccc(NC(=S)Nc2cccnc2)c(F)c1F | -5 | 4
Cn1c(C(=O)N2CCOCC2)cnc1Sc1ncc(C(F)(F)F)cc1Cl | 9 | -2
Cc1ccc(-n2ncc3c(=O)n(CC(=O)N4CCN(c5ccccc5F)CC4)cnc32)cc1C | 12 | -5
Cc1onc(-c2ccccc2)c1C(=O)OCC(=O)c1ccc(F)cc1 | -7 | -10
Cc1ccc(C(=O)N2CCCC2(C)C(=O)NCC(C)C)cc1F (stereo not given) | 19 | 3
O=C(OCC(=O)c1c[nH]c2ccccc12)c1ccc(F)c(S(=O)(=O)N2CCOCC2)c1 | 2 | -1

Additional entries.
SMILES | H9c2 TAG inh | H9c2 TAG inh DAPI viability
CN1CCN(/N=C/c2ccc(N(C)c3ccccc3)cc2)CC1 | -1 | 20
CC(C)CC1C(=O)N(Cc2cn(CCC3OCCCO3)nn2)CCS(=O)(=O)N1Cc1ccc(-c2ccc(Cl)nc2)cc1 (stereo not given) | 11 | -1
CC(=O)Oc1cccc(C(=O)Nc2ccc(NC(=O)c3cccs3)cc2)c1 | 6 | -1
O=C(COC(=O)/C=C/c1cccc(F)c1)Nc1ccccc1 | -4 | -5
Cn1c(=O)n(Cc2ccccc2)c(=O)c2c1nc1n2CCS1 | 19 | 7
Cc1cccc(-c2n[nH]c(=S)n2/N=C/c2ccco2)c1 | -6 | 10
Cn1nc(C(C)(C)C)cc1C(=O)N1CCCC(c2cc(C(=O)Nc3ccccc3Cl)no2)C1 (stereo not given) | -12 | 8
Cc1cccc(NC(=O)C(=O)NCCCN2CCOCC2)c1 | 13 | -1
Cc1cc(=O)oc2cc(O)c(N=Nc3ccccc3)cc12 | 20 | -5
CC1CCCC(NC(=O)Cn2cc(Br)ccc2=O)C1C (stereo not given) | 5 | -8
CC(C)N(C(=S)Nc1ccc(S(=O)(=O)N2CCOCC2)cc1)c1ccccc1 | 8 | 0
O=C1CSC(c2ccccc2)N1c1ccc([N+](=O)[O-])cc1 (stereo not given) | -4 | -1
CCOC(=O)c1csc(NC(=O)CSc2nnnn2-c2ccc3c(c2)OCCO3)n1 | -1 | 13
Cc1cccn2c(=O)nc(SCC(=O)N3CCC(Cc4ccccc4)CC3)nc12 | -18 | 2
O=C(O)c1ccc(SCc2cnc(Cl)s2)cc1 | 11 | 15
CS(=O)(=O)CCSc1ncccc1C(=O)NCc1cccs1 | -3 | 1
O=C(c1ccc(Br)o1)N1CC=C(c2ccccc2)CC1 | 6 | -3
CC(C)(C)OC(=O)N1CCOCCOCCN(C(=O)OC(C)(C)C)CCOCCOCC1 | -3 | -4
C/C=C/c1ccc(OCC(=O)OCc2csc(CC(=O)Nc3ccccc3C)n2)c(OC)c1 | -5 | 8
COc1ccc(C(=O)N2CCN=C2SCc2cccnc2)c(OC)c1 | 9 | -8
CCOC(=O)N1CCN(C(=O)c2cnc3n(c2=O)CCS3)CC1 | 8 | 2
CC1(C)CC(NCCC(c2ccccc2)c2ccco2)CCO1 (stereo not given) | -2 | 12
CCNC(=O)c1ccc(C2SCC(=O)N2Cc2ccco2)cc1 (stereo not given) | -6 | 1
COc1ccc(Cc2nn[nH]n2)cc1 | -21 | -7
CCN(CC(=O)Nc1cc(C)on1)CC(=O)Nc1ccccc1C(F)(F)F | -6 | 1
COC(=O)c1c(C)nc2nonc2c1N | -3 | -10
COc1ccc(NC(=O)CN(C)C(=O)CCCN2C(=O)c3cccc4cccc(c34)C2=O)cc1 | -8 | 7
N#Cc1ccc(Oc2cccc(C(=O)O)c2)cc1C#N | -22 | 7
COc1ccc2nc3n(c(=O)c2c1)-c1ccc(Cl)cc1C(=O)NC3Cc1ccc(O)cc1 (stereo not given) | -23 | 6
O=C(OCc1nc2ccccc2[n+]([O-])c1C(=O)c1ccccc1)c1cccnc1 | 8 | -9
CCCCCOc1ccc(C(=O)CCC(=O)NC(C)c2ccc(S(N)(=O)=O)cc2)cc1 (stereo not given) | 10 | -3
Cc1cc(=O)[nH]c2c(C)cc(S(=O)(=O)N3CCCCC3)cc12 | 43 | 4
COc1ccccc1OCC(=O)N1CCCC(Nc2ccc(F)c(F)c2)C1 (stereo not given) | -14 | 7
Cc1cc(C)c(N2C(=O)C3C4CC(=O)C(c5ccccc54)C3C2=O)c(C)c1 (stereo not given) | -2 | -7
C=CCNC(=S)NNC(=O)c1cccnc1 | -7 | 7
COc1ccc(NC(=O)CCC2CCCC2)cc1OC | -31 | 3
CC1CC(C)CN(S(=O)(=O)c2cccc(C(=O)N3CCN(c4ccc(F)cc4)CC3)c2)C1 (stereo not given) | 3 | -4
C/C(=C\C(=O)c1ccccc1)Nc1ccc(O)cc1 | 2 | -8
Cc1ccccc1N1CC(O)(c2cccs2)[N+]2=C1CCCC2 (stereo not given) | -9 | -2
CCc1nc2ccc(C(=O)NCCNC(C)=O)cn2c1N(C)CCCc1ccccc1 | 10 | -6
CCCCNC(=O)COC(=O)CNC(=O)c1cc(Cl)cc([N+](=O)[O-])c1 | 16 | 4
Cc1ccc(S(=O)(=O)NC(CC(=O)OCc2ccccc2)C(=O)OCc2ccccc2)cc1 (stereo not given) | -7 | -7
COC(=O)CNC(=O)c1cc(-c2ccncc2)nc2ccc(C)cc12 | -2 | 4
Cc1nn(-c2ccccc2)c2c1C1(C(=O)N(C)c3ccccc31)N(c1ccccc1)C(=O)N2 (stereo not given) | -17 | 2
CC(=O)c1cccc(NC(=O)C(C)N2CCc3ccccc3C2)c1 (stereo not given) | -15 | 11
COc1ccc(NC(=O)C2CCN(C(=O)Nc3ccccc3)CC2)cc1S(=O)(=O)N(C)C | 15 | 0
Cc1cc(C)cc(C(=O)OCC(=O)NCc2ccco2)c1 | -3 | 0
O=C(COC(=O)COc1ccccc1[N+](=O)[O-])NC1CCCCC1 | -18 | -1
COc1ccc(-c2nn(-c3ccccc3C)cc2CNC(C)c2cn(C)nc2C)cc1F (stereo not given) | 11 | 3
CC(=O)N1CCc2cc(S(=O)(=O)NC(CC(C)C)C(=O)Nc3cc(C(=O)O)ccc3C)ccc21 (stereo not given) | -3 | 15
COc1cccc(-n2c(SCC(=O)N3CCc4ccccc43)nnc2-c2c[nH]c3ccccc23)c1 | 44 | -45
CC(C)OC(=O)CCCN1C(=O)c2ccc(N)cc2C1=O | -1 | -5
Cc1nc(SCCCSc2n[nH]c(C)n2)n[nH]1 | -9 | -3
Cc1cc(C(=O)C(C)OC(=O)c2cnccn2)c(C)n1-c1ccccc1 (stereo not given) | -5 | -3
CC1(C)Cc2c(sc3c2c(=N)n(Cc2ccco2)c(=O)n3CC(=O)Nc2cccc(Cl)c2)CO1 | 16 | -3
CCn1ccc(C(=O)NCCCN2CCCC2=O)n1 | 10 | 0
O=C(NC1CCC(C(=O)O)CC1)OCc1ccccc1 (stereo not given) | 6&3&17 | -3&-7&0
COc1ccc(-c2ccc3c(c2)C2CC3CCN2C(=O)C2CCCCC2)cc1 (stereo not given) | -23 | 3
CCOc1ccc(S(=O)(=O)NCCCN2CCCC2=O)cc1 | -4 | 3
COc1ccc(/C=N/NC(=O)c2nn(-c3ccccc3)c(=O)c3c(N)scc23)cc1 | -3 | 0

An excerpt from above in order of length of the SMILES, lowest first.
SMILES | H9c2 TAG inh | H9c2 TAG inh DAPI viability
O=C(NC1CCC(C(=O)O)CC1)OCc1ccccc1 (stereo not given) | 6&3&17 | -3&-7&0
COc1ccc(-c2ccc3c(c2)C2CC3CCN2C(=O)C2CCCCC2)cc1 (stereo not given) | -23 | 3
COc1ccc(/C=N/NC(=O)c2nn(-c3ccccc3)c(=O)c3c(N)scc23)cc1 | -3 | 0
CC1(C)Cc2c(sc3c2c(=N)n(Cc2ccco2)c(=O)n3CC(=O)Nc2cccc(Cl)c2)CO1 | 16 | -3

(continued)
SMILES | H9c2 TAG inh | H9c2 TAG inh DAPI viability
Cc1cccc(C)c1NC(=S)N1CCCN(Cc2ccc(F)cc2)C1 | 5 | 1
CN1OC[C@@H]2CN(C(=O)CCc3ccccc3)[C@H](c3cccc(Oc4ccccc4)c3)C[C@@H]21 | 3 | -7
O=C(Nc1cccc(C(F)(F)F)c1)Nc1ccc2nc([C@@H]3O[C@H](CO)[C@@H](O)[C@H](O)[C@H]3O)[nH]c2c1 | 5 | 0
COCCCNC(=O)Cn1cnc2c(NCc3ccccc3)ncnc21 | 2 | 7
COc1ccc(-n2ncc(C(C)NS(=O)(=O)c3cc(C)sc3C)c2C)cc1 (stereo not given) | 3 | -5
CCOc1c2ccc(C(=O)NCc3ccc4c(c3)OCO4)cc2nn1C | 0 | 6
COc1ccc(Br)cc1S(=O)(=O)n1ccnc1C | 3 | -7
O=C(NCc1ccncc1)Nc1cccc([N+](=O)[O-])c1 | -13 | -19
Nc1cn(C2OC(CO)C(O)C2O)c(=O)[nH]c1=O (stereo not given) | 6 | 5
O=C(O)CN1C(=O)C=CC1=O | 13 | -7
O=C(NC1CC1)c1cccc(NC(=O)C2CCCCC2)c1 | 4 | -1
CCC(C)Cn1c(C(C)C)nc2ccccc21 (stereo not given) | -3 | 4
Cn1c(SCC(=O)Nc2cccnc2)nnc1-c1ccccc1F | -16 | 6
O=C(CSc1ccc2nnc(-c3ccccn3)n2n1)Nc1ccc(F)cc1F | -9 | 9
CCOC(=O)c1ccc(CC(=O)c2ccc(O)cc2O)o1 | -18 | 3
COc1ccc(C2CC(C(F)(F)F)n3nc(C(=O)O)cc3N2)cc1 (stereo not given) | -6 | 2
O=S1(=O)c2c(F)cccc2OC(COCc2ccccc2)CN1C1CCCC1 (stereo not given) | -18 | -4
COc1ccccc1S(=O)(=O)N(C)C[C@@H]1Oc2cc(C#CCC(C)C)ccc2S(=O)(=O)N([C@H](C)CO)C[C@@H]1C | 5 | 2
CCOc1ccc(C(=O)NCC(=O)OCc2ccc(F)cc2Cl)cc1 | 4 | 4
NC(=O)CSc1nc2cccnc2n1-c1ccc(F)cc1 | -2 | -14
CC(=NNC(N)=S)c1ccc2cc3c(cc2c1)OCO3 | -15 | 14
COc1cccc(CNC(=O)C(C(=O)NCc2cccc(OC)c2)c2ncc(C(F)(F)F)cc2Cl)c1 | 8 | 1
Cc1ccc(OCCOC(=O)CN2C(=O)NC3(CCCC3)C2=O)cc1 | -5 | -4

Screens from PubChem.
